Mtb UGM inh – inhibitors of M. tuberculosis UDP-galactopyranose mutase; P9WIQ1; purified UGM, fluorescence polarization probe displacement; inhibition, % at 10 µM; actives 0.06% (n = 320,000); AID 504406; in the data active = inhibition above about 10%, passing the limit was not always enough; inconclusive = no clear call, values can overlap the other calls
DUSP3 inh – blocks human VHR1 dual specificity phosphatase | P51452 | recombinant VHR phosphatase, pNPP absorbance | inhibition, % at 13.3 µM | actives 0.52% (n = 290,000); in the data active = inhibition above about 50%; also: some compounds called inactive have numbers as strong as hits
Target sequence (P51452 whole entry, looked up): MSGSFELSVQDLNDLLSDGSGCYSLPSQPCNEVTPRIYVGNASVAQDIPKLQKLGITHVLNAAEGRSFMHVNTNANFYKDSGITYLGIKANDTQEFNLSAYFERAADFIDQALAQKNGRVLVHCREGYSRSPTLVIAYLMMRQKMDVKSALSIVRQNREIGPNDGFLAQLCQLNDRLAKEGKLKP
Rv3671c protease – Rv3671c (M. tuberculosis) protease inhibition; inhibition, % at 5.96 µM; actives 0.048% (n = 320,000); AID 2606; P9WHR9; in the data active = inhibition above about 38%;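 also: extracellular domain of Rv3671c used as enzyme; 0% = enzyme with DMSO and 100% = no enzyme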
Target sequence (P9WHR9 whole entry, looked up, the tested form may be a part): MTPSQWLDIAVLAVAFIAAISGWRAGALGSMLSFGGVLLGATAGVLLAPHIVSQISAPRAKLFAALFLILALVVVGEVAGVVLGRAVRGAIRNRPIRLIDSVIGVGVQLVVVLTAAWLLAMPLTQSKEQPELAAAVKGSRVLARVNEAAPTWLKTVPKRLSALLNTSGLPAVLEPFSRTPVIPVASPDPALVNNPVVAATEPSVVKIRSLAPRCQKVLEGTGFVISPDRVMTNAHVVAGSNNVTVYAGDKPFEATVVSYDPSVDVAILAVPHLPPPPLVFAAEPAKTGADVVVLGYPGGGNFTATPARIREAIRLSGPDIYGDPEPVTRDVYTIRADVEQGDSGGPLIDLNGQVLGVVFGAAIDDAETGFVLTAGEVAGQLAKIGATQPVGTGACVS
Mtb BioA inh – BioA (M. tuberculosis) enzyme inhibition. purified M. tuberculosis BioA enzyme, plate reader. inhibition, % at 9.99 µM. actives 0.096% (n = 360,000); in the data active = inhibition above about 40%; inconclusive = no clear call, values can overlap the other calls
BoNT-F LC inh – BoNT F light chain protease inhibition; Multiplex microsphere protease cleavage assay, flow cytometry; inhibition, % at 10 µM; actives 0.22% (n = 360,000); AID 588497; in the data active = inhibition above about 35%, passing the limit was not always enough; inconclusive = no clear call, values can overlap the other calls; also: plate controls were buffer without enzyme for full effect and enzyme alone for no effect
MazEF act – increases E. coli MazEF RNase cleavage of RNA | FAM/BHQ RNA-DNA oligo cleavage fluorescence, 5 h | activation, % at 20 µM | actives 0.32% (n = 350,000) | AID 504720; in the data active = activation above about 50%
Target sequence (P0AE70 whole entry, looked up): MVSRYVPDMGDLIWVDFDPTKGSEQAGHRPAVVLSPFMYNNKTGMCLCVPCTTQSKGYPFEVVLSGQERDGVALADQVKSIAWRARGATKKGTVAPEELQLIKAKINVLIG
GDH-TPI inh – GDH-TPI coupled enzyme inhibition counter-screen | GDH-TPI coupled enzyme counterscreen, NADH absorbance | inhibition, % at 4.8 µM | actives 1.2% (n = 360,000);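 also: 0% = DMSO wells and 100% = wells lacking the enzyme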
FBA Mtb inh – Mtb fructose-bisphosphate aldolase inhibition. purified M. tuberculosis FBA, fluorescence read-out. actives 2.3% (n = 360,000). inhibition, % at 1 µM; in the data active = inhibition above about 27%;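 also: 0% = vehicle and 100% = reference inhibitor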
Target sequence (P9WQA3 whole entry, looked up): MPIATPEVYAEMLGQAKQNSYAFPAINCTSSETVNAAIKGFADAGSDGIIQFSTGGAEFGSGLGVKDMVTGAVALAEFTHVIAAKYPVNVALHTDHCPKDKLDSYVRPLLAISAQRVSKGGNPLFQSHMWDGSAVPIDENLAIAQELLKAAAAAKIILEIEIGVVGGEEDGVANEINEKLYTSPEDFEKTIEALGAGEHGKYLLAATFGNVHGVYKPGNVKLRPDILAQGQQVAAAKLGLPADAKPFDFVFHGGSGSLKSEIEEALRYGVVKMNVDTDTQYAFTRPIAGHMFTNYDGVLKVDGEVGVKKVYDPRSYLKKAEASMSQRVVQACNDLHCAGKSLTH
FadD28 binding – inhibitors of Mycobacterium tuberculosis FadD28 bisubstrate binding. inhibition, % at 12.5 µM. actives 0.22% (n = 360,000). AID 588549. FadD28 bisubstrate probe binding, fluorescence polarization; in the data active = inhibition above about 8.5%, passing the limit was not always enough; inconclusive = no clear call, values can overlap the other calls
CCHF vOTU inh – blocks the CCHF virus ovarian tumor domain protease. inhibition, % at 11.5 µM. AID 651958. actives 0.55% (n = 370,000). CCHFV vOTU protease, Pep-AMC fluorescence; also: 0% = vehicle wells with enzyme and 100% = no enzyme wells
Starred values were filed as active, the others as inactive; ? = inconclusive; . = no result given. Rule as the data show it, unless noted: active = inhibition above about 30%; inactive = the rest.

Compound	Mtb UGM inh	DUSP3 inh	Rv3671c protease	Mtb BioA inh	BoNT-F LC inh	MazEF act	GDH-TPI inh	FBA Mtb inh	FadD28 binding	CCHF vOTU inh
Cc1cc(NS(=O)(=O)c2ccc(NC(=O)CCN3C(=O)c4ccccc4C3=O)cc2)no1	7.7	9	-2	-0.3	1	3	-7	-4	-5.0	.
COC(=O)c1ccc(C(=O)OC)c(NC(=O)CCc2ccc(C)o2)c1	3.2	-16	-1	3.3	8	3	-3	2	-4.0	-8
Cn1ncc(Cl)c1C(=O)NCc1cc(C(C)(C)C)n[nH]1	-0.1	10	-2	.	-2	-6	15	-1	2.8	-1
CCCn1c(=N)n(CCOc2ccc(OC)cc2)c2ccccc21	-0.6	0	0	3.8	14	14	0	2	-0.2	6
CC(C)C1Oc2ccccc2C(=O)N(CC(=O)c2ccc3c(c2)OCCO3)C1=O (centres undefined)	1.1	-14	8	-0.1	.	6	4	3	-0.2	6
CSc1nc2[nH]c(=O)[nH]c2c(=O)[nH]1	.	.	.	0.2	-7	-16	2	-2	-1.4	-9
O=S(=O)(O)c1nc2ccccc2n1CCOc1ccccc1	-0.4	7	1	0.3	-10	-1	-10	-5	-2.1	6
O=C(CSc1nnc(-c2ccco2)n1-c1ccccc1)NCCc1ccccc1	2.5	3	-3	2.3	-7	-1	4	1	-0.9	4
COc1ccc(N2C(N)=C(C#N)C(c3cccnc3)C3=C2CC(C)(C)CC3=O)cc1 (centres undefined)	-0.8	10	3	6.2	-11	7	8	2	-0.3	8
Nc1c(C(=O)NCc2ccccc2)sc2nc(N3CCOCC3)c3c(c12)CCCC3	-2.2	-8	3	-0.5	-4	0	17	20	-1.3	-31
CON(C)C(=O)/C=C/c1ccc([B-](F)(F)F)cc1	.	.	.	-1.3	-5	-1	5	-2	-0.5	-10
CCOC(=O)N1CCN(C(=O)c2ccc3c(c2)sc2nc(-c4ccc(OC)cc4)cn23)CC1	-5.0	24	5	2.2	-5	1	2	-3	0.9	-9
C#CCOc1ccc2ccccc2c1/C=C(/C#N)c1ccc(C(=O)O)cc1	4.8	6	4	-1.2	?	2	16	1	-6.0	3
CCN(CC)c1nc(N)c2c(N)nc3c(c2c1C#N)CC(c1ccccc1)O3 (centres undefined)	1.8	14	1	-0.2	6	10	9	15	1.6	-10
CCN1C(=O)[C@H]2[C@@H](c3ccc(-c4ccc(Cl)c(Cl)c4)cc3)N[C@@](CC(C)C)(C(=O)OC)[C@H]2C1=O	1.9	.	4	-1.3	6	-23	-11	2	-7.2	9
CCOc1ccc(N(CC(=O)Nc2ccc(C)c(F)c2)C2=NC3CS(=O)(=O)CC3S2)cc1 (centres undefined)	-2.4	-12	-1	-0.2	-2	6	-7	-2	0.5	3
O=C(O)c1ccc(S(=O)(=O)/N=C2\C=C(Nc3ccccc3F)C(=O)c3ccccc32)cc1	0.4	12	-209	1.4	-1	5	7	-6	?	122*
CC1CCN(C(=O)c2[nH]cnc2C(=O)N[C@H](C)c2ccccc2)CC1	-2.6	.	9	1.1	-2	5	0	0	-2.9	5
CC(C)Nc1nc(NC(C)C)nc(Oc2ccc(=O)n(C)n2)n1	1.7	14	-5	.	-1	2	4	3	0.9	-7
CN(CCC1CCOCC1)C(=O)CC1C(=O)NCCN1Cc1c(F)cccc1Cl (centres undefined)	1.4	23	-9	0.0	3	-2	-2	2	0.1	0
CN(CC(=O)NCc1ccc(F)cc1)S(=O)(=O)c1ccc2c(c1)c(=O)n(C)c(=O)n2C	-4.4	7	0	-0.2	-8	0	0	-3	-4.4	3
O=C(Nc1nncs1)c1cc(-c2ccncc2)nc2ccc(Cl)cc12	-0.5	5	2	-0.3	3	3	13	0	-4.1	-8
CCOc1ccccc1NC(=O)Nc1ccsc1C(=O)OC	-1.5	0	-3	0.5	-2	-12	8	5	-2.3	8
CCCc1cc(=O)oc2cc(C)cc(OCC(=O)N3CCC(C(N)=O)CC3)c12	1.6	25	2	0.8	-4	-1	19	39*	-2.3	-32
Cc1nn(-c2ccc(Cl)cn2)c2c1C(=O)CC(C)(C)C2Br (centres undefined)	.	.	.	-1.4	-5	-1	1	1	-1.0	-3
COc1cccc(OCCCCN2CCCCC2)c1	-0.3	8	-2	-0.3	-1	6	12	0	0.5	-6
Cc1ccc2sc(NNC(=O)C3=COCCO3)nc2c1C	0.8	23	9	.	0	-3	4	0	-1.8	16
CCOC(=O)N1CCN(Cc2nc3cc(NC(C)=O)ccc3n2C)CC1	-0.8	12	10	-2.7	2	6	4	4	-0.5	8
CCn1c(SCCC#N)nnc1-c1ccncc1	-0.8	5	1	.	-4	5	9	0	0.6	13
CCOC(=O)c1nnc(-c2ccccc2)nc1Oc1ccccc1Cl	0.5	-16	5	.	-10	1	9	3	-1.6	8

Among those listed so far, four contain an aryl methoxy group:
Compound	Mtb UGM inh	DUSP3 inh	Rv3671c protease	Mtb BioA inh	BoNT-F LC inh	MazEF act	GDH-TPI inh	FBA Mtb inh	FadD28 binding	CCHF vOTU inh
CCCn1c(=N)n(CCOc2ccc(OC)cc2)c2ccccc21	-0.6	0	0	3.8	14	14	0	2	-0.2	6
COc1ccc(N2C(N)=C(C#N)C(c3cccnc3)C3=C2CC(C)(C)CC3=O)cc1 (centres undefined)	-0.8	10	3	6.2	-11	7	8	2	-0.3	8
CCOC(=O)N1CCN(C(=O)c2ccc3c(c2)sc2nc(-c4ccc(OC)cc4)cn23)CC1	-5.0	24	5	2.2	-5	1	2	-3	0.9	-9
COc1cccc(OCCCCN2CCCCC2)c1	-0.3	8	-2	-0.3	-1	6	12	0	0.5	-6

Remaining list, next part
Compound	Mtb UGM inh	DUSP3 inh	Rv3671c protease	Mtb BioA inh	BoNT-F LC inh	MazEF act	GDH-TPI inh	FBA Mtb inh	FadD28 binding	CCHF vOTU inh
CCN(Cc1ccccc1)C(=O)COC(=O)c1c(C)nsc1NC	-1.2	.	-9	2.3	-11	-1	-10	0	0.1	5
Cc1cccc(C)c1NC(=O)CNC(=O)C1CC(=O)N(Cc2ccccc2)C1 (centres undefined)	.	.	-2	-0.6	?	0	-6	3	2.1	-14
Cc1ccc(C(=O)NCC2CCCN2S(=O)(=O)c2cccs2)cc1C (centres undefined)	-1.2	.	-12	-1.2	-17	4	1	-2	-1.1	-4
Cc1ccccc1-n1nc(-c2cccnc2)cc1C(=O)N/N=C/c1ccncc1	-1.4	7	-2	.	-8	10	2	0	-1.3	-4
Cc1ccc(Cn2c(CN3CCOCC3)nc3c2c(=O)[nH]c(=O)n3C)cc1	-0.2	13	-3	-0.4	2	1	1	1	1.1	1
O=C(Nc1cccc(Cl)c1)Nc1nc(-c2ccccc2)cs1	2.1	12	4	.	-5	21	-3	0	-2.1	13
Cc1ccc(OCCCCn2c(CO)nc3ccccc32)cc1	2.3	13	-2	0.8	-13	0	-5	-4	-1.4	3
CCOC(=O)C(=O)Nc1nc(-c2ccccc2)c(CC)s1	-2.6	24	-6	-0.9	-15	7	11	-2	-5.8	10
CCN(CC)C(=O)[C@H]1C[C@H](CC(=O)NCCCOC)C(=O)N2CCc3c([nH]c4cc(CCC(=O)N(C)C)ccc34)[C@]12C	.	.	.	0.0	5	-2	-7	-2	-1.9	3
CCOC(=O)c1cnc(Nc2nc3ccccc3o2)nc1C	-1.3	0	-3	-0.3	5	4	16	0	-0.4	-10
CCOC(=O)CSc1nnc(NC(=O)CN2CCN(C=O)CC2)s1	-3.9	-1	1	0.0	-13	-2	-11	2	0.8	6
CCC(C)c1ccc(O)c(NC(=S)NC(=O)c2cccs2)c1 (centres undefined)	.	.	.	.	-5	15	1	0	-2.6	8
O=C(CSc1ccccc1)NN1C(=O)c2ccccc2C1=O	1.9	27	-5	.	4	-1	5	0	1.1	-1
COc1ccc(NC(=O)C2CCCN(S(=O)(=O)c3ccc4[nH]c(=O)ccc4c3)C2)cc1OC (centres undefined)	4.7	9	2	-0.8	0	4	0	-2	-1.4	-7
COc1ccc(-c2nc(CS(=O)CC(=O)NCC3CCCO3)c(C)o2)cc1 (centres undefined)	1.8	9	-5	-1.0	-5	3	4	11	0.4	0
COCCCNC(=O)Cn1cnc(C(=O)Nc2ccc(C)c(C)c2)n1	.	.	.	0.3	-6	5	2	-4	-3.9	4
COc1ccc(CNC(=O)C2CC(c3ccccc3[N+](=O)[O-])=NO2)cc1 (centres undefined)	-0.8	-23	2	-1.2	-3	5	8	6	-1.9	-7
COc1cccc(NC(=O)Cc2nc(-c3ccccc3)sc2-c2ccc(C)cc2)c1	3.5	-11	-69	-2.0	-10	-12	4	1	-1.2	-4
CCOC(=O)C1(C)CCN1C(=O)c1ccc(C)cc1 (centres undefined)	.	.	.	0.0	-6	.	-4	4	-3.0	0
O=C(Nc1cccc(F)c1)c1cc(S(=O)(=O)N2CCC(C(=O)O)CC2)ccc1F	1.3	12	1	-1.7	-9	-2	7	2	0.0	0
Cc1ccc(OCc2cc(C(=O)NCCn3cccn3)no2)cc1C	0.4	2	-10	-0.9	0	-3	-8	-2	-0.8	15
COC(=O)/C(=C/c1ccco1)NC(=O)c1ccccc1	2.7	-7	-15	.	-1	10	15	5	-0.9	6
O=C(Nc1ccccc1C(=O)NC(Cc1ccccc1)C(=O)NC1CCCCC1)c1ccccc1 (centres undefined)	0.6	-5	-7	.	-3	-10	18	-1	-2.6	-15
O=C(NCCCNC(=O)c1c(F)cccc1F)c1c(F)cccc1F	-1.5	7	-1	-2.5	-22	-3	-1	3	0.4	2
COc1cc(/C=N/NC(=O)C2=NNC(=O)C2C)ccc1O (centres undefined)	-1.9	-24	1	.	-1	2	22	-1	-4.0	1
CCS(=O)(=O)N(CC(=O)Nc1cccc2ccccc12)c1ccc(OC)cc1	0.5	.	0	-1.3	20	-8	3	0	-1.1	-3
Cc1[nH]c2ccccc2c1CCN(Cc1cccs1)C(=S)NC(C)(C)C	1.0	-5	1	-0.7	6	6	0	1	-0.3	-2
O=C(COC(=O)/C=C/c1nc2ccccc2s1)Nc1cccc2ccccc12	-3.4	11	-9	.	-2	-13	8	0	-2.1	-21
Cc1cccc(-n2c(SCC(=O)O)nc3sc4c(c3c2=O)CCCC4)c1	2.8	4	3	-4.6	-2	-12	2	1	0.9	-9
CCOc1ccccc1C(=O)NC(C(=O)OCn1nnc2ccccc2c1=O)C(C)C (centres undefined)	.	.	.	-2.5	-2	8	-1	-2	-2.6	-3
COc1ccc(Br)cc1CNC(=O)C1CCCN(c2nc3ccccc3o2)C1 (centres undefined)	0.3	41	-4	-0.6	9	-2	0	1	1.9	1
CC(C)(C)c1ccc(C(=O)N2CCOC23CCCCC3)cc1	.	.	.	.	-16	.	.	4	0.2	34*
CC(C)c1ccc(C(C(C(=O)c2ccccc2)N2CCOCC2)N2CCOCC2)cc1 (centres undefined)	.	.	.	1.6	-9	5	-4	-1	.	-1
Cn1c(=O)c2sccc2n2c(CCCC(=O)NCc3ccc4c(c3)OCO4)nnc12	.	10	.	-2.2	-12	12	2	3	-0.8	4
CCCCC(C(=O)NC(C)(C)C)N(Cc1ccco1)C(=O)c1snc(C(N)=O)c1N (centres undefined)	5.0	10	-1	-1.4	5	5	3	5	0.3	16
CCCCC1C2=C(CC(C)(C)CC2=O)OC2=C1C(=O)CC(C)(C)C2	-3.4	5	3	.	1	0	10	-1	-0.8	30*
CCOc1ccc2oc(C(=O)OCC(=O)NC(=O)NC3CCCC3)c(C)c2c1	0.6	29	-4	.	-4	3	10	18	-1.3	-9
O=C(O)COc1ccccc1O	-0.4	8	0	-0.4	.	3	6	3	-1.4	-6
COC(=O)c1ccc(COC(=O)c2[nH]c(C)c(C(C)=O)c2C)o1	0.3	-20	-9	1.0	-21	-20	4	0	-3.8	7

Bioassay records deposited in PubChem BioAssay by several laboratories.
